TROY NFkB inh: inhibitors of TROY-dependent NF-kB signaling. Q293 LMP1-TROYcd NF-kB luciferase reporter, 4 h. inhibition, % at 10 µM. actives 0.98% (n = 360,000);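 active = compounds whose plate-normalised and pattern-corrected inhibition of the luciferase reporter signal at the single screening dose is 50% or more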
NR5A2 inv ag: suppresses constitutive activity of human LRH-1; O00482; HEK293T StAR-luciferase reporter, LRH-1 transfected, 24 h; inhibition, % at 3.6 µM; actives 0.13% (n = 360,000); AID 602396;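 active = inhibition above the mean inhibition of all tested compounds plus 3 SD, cut at about 73% in these data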;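 note: 0% = DMSO wells and 100% = reporter-only cells lacking LRH-1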
TLR9-MyD88 block: blocks human TLR9 binding to MyD88; actives 0.21% (n = 340,000); inhibition, % at 4.98 µM; AID 504734; CHO BLA complementation TLR9-MyD88, CCF4 FRET ratio;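 active = inhibition above the mean over all tested compounds plus 3 SD, cut at about 21% in these data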;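 note: 0% = DMSO only wells and 100% = clavulanate BLA inhibitor control wells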
C8 TRAIL sens: sensitizes caspase-8 expressing cells to TRAIL; NB7+C8 cells + TRAIL, ATPlite viability luminescence; inhibition (viability loss, TRAIL sensitization), % at 10 µM; actives 1% (n = 360,000); AID 624354;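 active = compounds causing at least 50% loss of cell viability in the single-dose screen, relative to plate controls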
SRC1 inh: inhibitors of human steroid receptor coactivator 1 (SRC1). HEK293 GAL4-SRC1 luciferase reporter, luminescence. Q15788. inhibition, % at 3.6 µM. AID 588354. actives 0.12% (n = 360,000);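 active = inhibition above the campaign mean plus 3 SD, with each screening campaign given its own cutoff, cut at about 60% in these data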;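 note: 0% = DMSO treated cells and 100% = gossypol at 36 µM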
NCOA3 inh: inhibits human SRC3 coactivator. Q9Y6Q9. inhibition, % at 3.6 µM. actives 0.17% (n = 360,000). HEK293 GAL4-SRC3 luciferase reporter, luminescence;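 active = inhibition above a per-campaign cutoff, the mean of all compounds plus 3 SD, cut at about 60% in these data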;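 note: 0% = DMSO-treated cells and 100% = gossypol-treated cells at 36 µM; higher means less SRC3-driven luciferase light from the GAL4 reporter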
Target sequence (Q9Y6Q9 whole entry, looked up, the tested form may be a part): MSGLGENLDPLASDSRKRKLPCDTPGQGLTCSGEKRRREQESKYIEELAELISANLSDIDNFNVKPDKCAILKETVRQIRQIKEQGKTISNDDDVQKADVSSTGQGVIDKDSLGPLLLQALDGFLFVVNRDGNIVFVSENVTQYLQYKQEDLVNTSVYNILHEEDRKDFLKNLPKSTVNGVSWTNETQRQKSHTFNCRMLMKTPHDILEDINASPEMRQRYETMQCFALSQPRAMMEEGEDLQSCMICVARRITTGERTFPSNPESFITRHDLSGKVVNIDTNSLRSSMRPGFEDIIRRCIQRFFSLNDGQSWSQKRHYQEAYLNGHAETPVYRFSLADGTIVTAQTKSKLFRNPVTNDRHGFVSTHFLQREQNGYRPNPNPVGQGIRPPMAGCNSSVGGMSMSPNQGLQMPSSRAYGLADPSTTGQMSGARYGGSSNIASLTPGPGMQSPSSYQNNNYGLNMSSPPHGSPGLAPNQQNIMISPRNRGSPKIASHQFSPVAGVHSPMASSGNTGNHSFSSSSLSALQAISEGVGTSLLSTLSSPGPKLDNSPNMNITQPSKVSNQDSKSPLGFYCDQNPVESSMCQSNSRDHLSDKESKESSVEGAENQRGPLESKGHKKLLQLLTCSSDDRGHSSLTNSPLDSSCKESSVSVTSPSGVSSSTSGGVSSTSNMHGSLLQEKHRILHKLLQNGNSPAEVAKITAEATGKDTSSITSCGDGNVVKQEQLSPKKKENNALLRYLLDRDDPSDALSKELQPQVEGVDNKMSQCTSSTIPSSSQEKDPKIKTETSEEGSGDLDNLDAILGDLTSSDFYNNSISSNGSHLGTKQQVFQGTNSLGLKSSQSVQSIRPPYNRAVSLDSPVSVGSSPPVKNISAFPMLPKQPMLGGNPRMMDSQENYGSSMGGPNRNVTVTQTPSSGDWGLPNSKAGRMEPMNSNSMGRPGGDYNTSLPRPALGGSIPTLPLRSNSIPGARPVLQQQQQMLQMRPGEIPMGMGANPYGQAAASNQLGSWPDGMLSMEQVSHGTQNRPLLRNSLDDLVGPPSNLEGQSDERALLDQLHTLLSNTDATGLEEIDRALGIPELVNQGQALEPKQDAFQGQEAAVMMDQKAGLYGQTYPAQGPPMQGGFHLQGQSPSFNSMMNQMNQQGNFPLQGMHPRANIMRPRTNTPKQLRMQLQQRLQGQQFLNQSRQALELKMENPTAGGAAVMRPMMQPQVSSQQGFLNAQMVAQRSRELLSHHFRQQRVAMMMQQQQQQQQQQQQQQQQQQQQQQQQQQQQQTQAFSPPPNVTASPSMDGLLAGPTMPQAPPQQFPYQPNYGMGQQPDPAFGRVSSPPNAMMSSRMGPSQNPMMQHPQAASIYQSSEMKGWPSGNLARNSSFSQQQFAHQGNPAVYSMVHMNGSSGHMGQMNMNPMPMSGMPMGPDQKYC
EBV LMP1 NFkB: inhibitors of Epstein-Barr LMP1-induced NF-kappaB reporter; LMP1-induced NF-kappaB luciferase reporter cells, luminescence; inhibition, % at 12.5 µM; actives 0.69% (n = 350,000); in the data active = inhibition above about 41%;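 note: 0% = neutral control wells and 100% = reference inhibitor control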
NCOA2 inhibitor: inhibits human steroid receptor coactivator 2. inhibition, % at 9 µM. Q15596. HEK293 GAL4-SRC2 luciferase reporter, luminescence. actives 0.17% (n = 370,000). AID 651957;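 active = inhibition above the mean inhibition of all tested compounds plus 3 SD, set per campaign, cut at about 52% in these data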;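 note: 0% = DMSO treated cells and 100% = cells given Gossypol at 36 µM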
TWEAK Fn14 block: TWEAK-Fn14 signaling inhibition | inhibition, % at 10 µM | actives 2% (n = 360,000) | TWEAK-stimulated Fn14 reporter cells, luciferase luminescence, 8 h | AID 1159606; in the data active = inhibition above about 50%
COUP-TFII inh: inhibitors of human COUP-TFII (NR2F2) | inhibition, % at 8.6 µM | HEK293T NGFI-A luciferase reporter, luminescence | actives 0.7% (n = 370,000) | P24468;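 active = inhibition above a per-plate cutoff, mean inhibition of test wells between control levels plus 3 SD, cut at about 38% in these data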;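 note: cells cotransfected with COUP-TFII expression vector driving the NGFI-A reporter; 0% = median of COUP-TF2 test wells and 100% = reporter-only cells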
NOD2 RIPK2 PPI: NOD2-RIPK2 protein interaction inhibition; CHO BLA complementation NOD2-RIPK2, CCF4 ratio; inhibition, % at 4.98 µM; actives 0.38% (n = 360,000); O43353; in the data active = inhibition above about 21%;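 note: 0% = vehicle only and 100% = reference blocker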
Active calls of the source: *; nt = no result given.

Molecule	TROY NFkB inh	NR5A2 inv ag	TLR9-MyD88 block	C8 TRAIL sens	SRC1 inh	NCOA3 inh	EBV LMP1 NFkB	NCOA2 inhibitor	TWEAK Fn14 block	COUP-TFII inh	NOD2 RIPK2 PPI
CCn1c(SCc2ccc(C(=O)Nc3nccs3)cc2)nnc1-c1ccc(NC(C)=O)cc1	-19	-55	-4	20	-40	-61	-8	-15	27	7	-4
CC1C/C(=N/NC(=O)c2cccc(F)c2)c2ccc(O)cc2C1 (configuration not stated)	-30	-56	3	0	-54	-30	-11	-26	-16	-51	8
COc1ccccc1CCC(=O)Nc1ccc2c(c1)c(=O)n(C)n2-c1cccs1	-14	17	nt	-2	-16	-5	nt	15	25	-8	-14
OC1(c2cn(Cc3ccccc3)nn2)CCCCC1	10	-1	-3	5	-17	15	-1	-16	1	-6	-8
CCOc1ccccc1NC(=O)CNC(=O)Cc1ccccc1	-20	6	3	-2	5	0	-1	-29	-13	15	-5
Cc1ccc(S(=O)(=O)N(C)C)cc1NC(=O)CN1C(=O)NC(Cc2c[nH]c3ccccc23)C1=O (configuration not stated)	-13	-19	-2	-27	-5	-14	-16	6	-12	7	9
CCc1cc2c(=O)c(-c3cscn3)coc2cc1O	-60	-23	-2	10	-34	-61	-29	-53	-3	-26	-4
Cc1ccccc1-c1nc(-c2ccc(Br)o2)no1	-41	-19	-5	14	-66	-143	-21	-42	5	-37	13
COc1ccc(CCn2cc(C#N)c(=O)[nH]c2=O)cc1OC	-19	-8	-5	-5	8	13	3	-27	-20	3	13
N#Cc1c(-c2ccccc2)nc(SCC(=O)N2c3ccccc3Sc3ccccc32)[nH]c1=O	55*	0	-5	16	3	18	3	-2	-28	6	-11
Cc1ccc(OCCC(=O)OCC(=O)NC(=O)NCc2ccccc2)cc1	14	24	1	-10	-6	10	-5	17	3	17	-6
C/C(=N\NC(=O)c1cccc(C)c1)c1cccc(NC(=O)c2ccco2)c1	-32	-17	0	27	-24	-22	10	-6	-5	-36	-6
C[C@H]1CN(S(=O)(=O)c2c(F)cccc2F)CCN1S(=O)(=O)c1ccc2c(c1)OCCO2	6	-1	-5	-5	-6	-4	-10	2	-22	-3	6
CCCSc1nc2ccccc2n1CC(=O)O	7	-4	-1	-12	-7	-3	-3	7	8	-15	-1
O=C1N(Cc2ccccc2)CC2(Br)COCOC12O (configuration not stated)	3	4	1	-6	-6	-8	-5	3	13	27	-8
CC(=O)NCCC(=O)N1CCCC(CNC(=O)c2ccc(-c3ccccc3)cc2)C1 (configuration not stated)	-22	-21	1	6	-39	-1	5	3	1	5	-7
CC1CCCC(C)N1C(=O)COC(=O)c1ccc(Br)o1 (configuration not stated)	-10	-11	-1	4	-16	-6	-1	-4	7	-3	-5
CC(C)(C)c1ccc(C(=O)COC(=O)CN2C(=O)NC3(CCCC3)C2=O)cc1	-14	1	-7	5	-18	-5	2	-14	-7	5	-4
COc1ccc(Cc2nnc(NC(=O)Cn3cnc4c3c(=O)n(C)c(=O)n4C)s2)cc1	10	12	-4	-1	-19	17	-2	-1	-16	-2	2
Oc1cccc(CCc2ccccn2)c1	-32	-18	-3	2	-41	-56	5	-19	-28	-17	-4
COc1cc(NS(=O)(=O)c2ccc(NC(=S)NC(=O)c3ccco3)cc2)nc(OC)n1	-4	11	4	-10	-13	15	2	-44	-10	-7	-23
Cc1nnc2ccc(-c3cccc(NC(=O)c4ccco4)c3)nn12	16	11	-5	2	-38	2	11	-5	-2	-17	-13
CC(C)CC(=O)N=C1SC2CS(=O)(=O)CC2N1CCc1ccccc1 (configuration not stated)	-27	12	15	-7	-14	4	-2	8	-4	9	-9
COc1ccc(-c2cnc3c(NC(C)=O)cc(-c4ccc(S(C)(=O)=O)cc4)cn23)cc1OC	-7	40	nt	-10	2	-8	nt	31	0	-4	-4
Cc1cccc(C(=O)NNC(=S)NC(=O)c2ccccc2)c1	-30	3	2	22	-22	1	12	-21	-36	-5	-2
O=S(=O)(NC1CCCCCCC1)c1ccccc1	-3	15	-6	5	8	14	2	8	-19	-1	2
CCC(C)(C)n1nnnc1C(C(C)C)N(CCN1CCOCC1)Cc1cc2cccc(C)c2[nH]c1=O (configuration not stated)	11	10	7	-12	-7	2	5	18	9	-1	-1
CC1=C(C(=O)OCc2ccccc2)C(c2ccc(C(F)(F)F)cc2)NC(=O)N1CCCCCC(=O)O (configuration not stated)	5	-9	9	4	4	-4	-1	23	-7	4	1
O=C(O)c1cc(Cl)c2c(c1)[C@@H]1C=CC[C@@H]1[C@H](c1ccc(S(=O)(=O)N3CCOCC3)cc1)N2	21	-6	-4	8	-21	-2	-5	nt	17	nt	-4
COc1ccc(CNc2nc(NCc3ccc(OC)cc3)c3[nH]cnc3n2)cc1	45	3	-3	13	1	-16	13	-12	-41	0	-3
Cc1ccc(Oc2ccccc2NC(=O)CSCC(=O)Nc2cc(C)on2)cc1	24	15	-22	12	42	4	19	0	30	62*	6
Cc1ccc(CNC(=O)C2CCCCC2C(=O)O)cc1 (configuration not stated)	5	16	-2	-17	-4	-1	-4	-9	5	5	-3
COC(=O)c1cc2c(cc1Cl)SC(=NCCCN1CCOCC1)NS2(=O)=O	4	12	0	-15	3	8	-5	19	4	7	-2
COc1ccc(-n2c(C)cc(C(=O)COC(=O)Cn3cnc4ccccc43)c2C)cc1	-14	18	4	2	-5	15	8	-11	-1	15	-2
O=C(C1=NOC2(C1)C(=O)Nc1ccccc12)N1CCCC1 (configuration not stated)	10	-6	nt	4	nt	nt	nt	13	5	4	-4
Cc1cccc(-n2nc3c(c2NC(=O)C(C)C)CSC3)c1	15	12	13	-7	-4	11	-4	14	3	18	-4
Clc1ccc(-c2csc(N3CCN(c4ccccc4)CC3)n2)cc1	-3	11	-10	-5	-23	26	7	-13	-19	0	-1
O=C(O)/C=C/c1ccc(S(=O)(=O)Nc2cccnc2)cc1	6	3	-7	-11	-5	-3	5	-35	38	-1	1
OCc1ccccc1SSc1ccccc1CO	13	4	nt	2	-12	17	nt	26	-13	3	0
COc1ccc2c(=O)c3c(=O)n(Cc4ccco4)c(-c4ccccc4)nc3oc2c1	1	-3	9	10	-33	10	3	-6	15	2	-15
CCOC(=O)Cc1ncccc1C(=O)Nc1ccc(OC)cc1	5	16	-2	-11	-3	6	-46	-27	4	0	-1
CN(CC(=O)OCC(=O)NC1CCCC1)S(=O)(=O)c1ccc(Cl)cc1	-3	29	-17	0	3	7	-32	16	4	1	-3
O=C(CN1C(=O)NC(c2ccccc2)(c2ccccc2)C1=O)NCc1cccs1	-14	-6	3	7	2	-6	0	12	-3	5	5
CCOC(=O)Nc1c(C(=O)OC)[nH]c2cccc(OC)c12	9	-1	10	-6	-11	-8	1	-31	15	5	-7
Cc1cc(NC(=O)CSC2=NS(=O)(=O)c3cc(F)ccc3N2)no1	-2	-8	1	5	1	-20	6	-36	6	9	4
COCCN(C(=O)CCCC(=O)Nc1ccccn1)C(C(=O)NC1CCCCC1)c1ccc(C)cc1 (configuration not stated)	25	7	2	-9	-25	-6	0	1	-3	12	13
Cc1cccc(-n2ccc(=O)c(C(=O)Nc3ccc(S(=O)(=O)Nc4nccc(C)n4)cc3)n2)c1	2	-19	5	-16	-22	8	-1	-6	1	1	11

Among those listed so far, 8 have two or more sulfur atoms:
Molecule	TROY NFkB inh	NR5A2 inv ag	TLR9-MyD88 block	C8 TRAIL sens	SRC1 inh	NCOA3 inh	EBV LMP1 NFkB	NCOA2 inhibitor	TWEAK Fn14 block	COUP-TFII inh	NOD2 RIPK2 PPI
CCn1c(SCc2ccc(C(=O)Nc3nccs3)cc2)nnc1-c1ccc(NC(C)=O)cc1	-19	-55	-4	20	-40	-61	-8	-15	27	7	-4
N#Cc1c(-c2ccccc2)nc(SCC(=O)N2c3ccccc3Sc3ccccc32)[nH]c1=O	55*	0	-5	16	3	18	3	-2	-28	6	-11
C[C@H]1CN(S(=O)(=O)c2c(F)cccc2F)CCN1S(=O)(=O)c1ccc2c(c1)OCCO2	6	-1	-5	-5	-6	-4	-10	2	-22	-3	6
COc1cc(NS(=O)(=O)c2ccc(NC(=S)NC(=O)c3ccco3)cc2)nc(OC)n1	-4	11	4	-10	-13	15	2	-44	-10	-7	-23
CC(C)CC(=O)N=C1SC2CS(=O)(=O)CC2N1CCc1ccccc1 (configuration not stated)	-27	12	15	-7	-14	4	-2	8	-4	9	-9
COC(=O)c1cc2c(cc1Cl)SC(=NCCCN1CCOCC1)NS2(=O)=O	4	12	0	-15	3	8	-5	19	4	7	-2
OCc1ccccc1SSc1ccccc1CO	13	4	nt	2	-12	17	nt	26	-13	3	0
Cc1cc(NC(=O)CSC2=NS(=O)(=O)c3cc(F)ccc3N2)no1	-2	-8	1	5	1	-20	6	-36	6	9	4

Screening data from PubChem BioAssay.

An excerpt; rates above refer to the full screens.
